Bioassay records: PubChem BioAssay, Sanford-Burnham Center for Chemical Genomics
hIAP act = human IAP activation. purified human IAP, CDP-Star luminescence, 30 min; hits give high values; 1 = vehicle-only enzyme, 0 = enzyme-free background. activation factor at 10 µM. actives 0.16% (n = 330,000). AID 2524;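 active = activation factor of the enzyme at least 2-fold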; note: the source names both 10 and 20 µM as test concentration; values of inactives mirror those of a sister screen read the other way
mIAP block = mouse IAP inhibition. inhibition, % at 10 µM. purified mouse IAP, CDP-Star luminescence, 30 min. actives 0.2% (n = 330,000);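 active = inhibition of at least 40% at 10 µM in the primary screen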;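 note: plate controls were DMSO with enzyme for no effect and no enzyme wells for full effect; values of inactives mirror those of a sister screen read the other way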
APOBEC3A inh = blocks human APOBEC3A ssDNA deamination | P31941 | recombinant A3A, FAM/TAMRA ssDNA deamination fluorescence | inhibition, % at 20 µM | actives 0.41% (n = 330,000) | AID 493011;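 active = at least 40% inhibition at 20 µM here, with at most 30% in a related deaminase screen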;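 note: plate controls were A3A with DMSO for no effect and wells lacking A3A enzyme for full effect; some results filed as inactive read as strong as hits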
HKDC1 inhibitor = HKDC1 (human) hexokinase inhibition. recombinant HKDC1, G6PDH/diaphorase resazurin coupled fluorescence. inhibition, % at 20 µM. actives 0.16% (n = 340,000);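 active = inhibition above about 35% when tested at 20 µM, limit read from the data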;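 note: plate controls were DMSO wells with enzyme for no effect and DMSO wells lacking enzyme for full effect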
Target sequence (Q2TB90 whole entry, looked up): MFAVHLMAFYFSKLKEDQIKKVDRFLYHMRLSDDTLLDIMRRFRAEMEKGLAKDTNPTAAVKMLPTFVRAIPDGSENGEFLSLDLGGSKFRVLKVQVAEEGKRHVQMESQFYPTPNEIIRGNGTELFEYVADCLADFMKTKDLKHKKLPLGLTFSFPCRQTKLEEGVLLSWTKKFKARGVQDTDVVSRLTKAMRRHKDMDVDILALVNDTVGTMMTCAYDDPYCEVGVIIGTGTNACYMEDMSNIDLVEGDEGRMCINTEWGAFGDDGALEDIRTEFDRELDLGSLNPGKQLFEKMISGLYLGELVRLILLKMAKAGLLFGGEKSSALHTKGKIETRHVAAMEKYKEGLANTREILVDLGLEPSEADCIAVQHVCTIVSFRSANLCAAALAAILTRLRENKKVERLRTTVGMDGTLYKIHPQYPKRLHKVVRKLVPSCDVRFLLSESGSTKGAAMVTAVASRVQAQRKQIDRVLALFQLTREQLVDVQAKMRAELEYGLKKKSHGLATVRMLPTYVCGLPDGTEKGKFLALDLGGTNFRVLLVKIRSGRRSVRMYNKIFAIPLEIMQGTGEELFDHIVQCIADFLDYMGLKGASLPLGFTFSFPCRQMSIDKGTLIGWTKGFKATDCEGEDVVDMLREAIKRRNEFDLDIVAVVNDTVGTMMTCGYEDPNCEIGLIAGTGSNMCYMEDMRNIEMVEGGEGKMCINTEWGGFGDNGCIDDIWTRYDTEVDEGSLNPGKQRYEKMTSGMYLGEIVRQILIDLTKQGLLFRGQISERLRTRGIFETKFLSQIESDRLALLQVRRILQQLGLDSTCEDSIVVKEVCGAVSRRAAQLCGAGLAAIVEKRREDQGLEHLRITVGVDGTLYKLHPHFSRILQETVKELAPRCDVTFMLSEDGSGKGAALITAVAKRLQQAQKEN
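Assay system – recombinant HKDC1 (HK5) hexokinase enzyme, produced in-house · Input – HKDC1 at 5 µg/mL · Reagent – glucose plus 1 mM ATP as hexokinase substrates · Timing – 90 min reaction incubation at room temperature, dark · Measured by – G6PDH/diaphorase-coupled fluorescence, 1 mM NADP, 100 µM resazurin, 525/613 nm · Benchmarks – DMSO-enzyme wells negative, buffer-substituted wells positive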
hIAP inh = blocks human intestinal alkaline phosphatase; purified IAP, CDP-Star luminescence, 30 min; AID 2544; inhibition, % at 10 µM; P09923; actives 0.12% (n = 330,000);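 active = inhibition reaching a set limit with compound at 10 µM in the primary screen, cut at about 35% in these data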;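 note: plate controls were DMSO wells with enzyme for no effect and no-enzyme buffer wells for full effect; values of inactives mirror those of a sister screen read the other way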
PfG6PD inh = PfG6PD (Plasmodium falciparum) enzyme inhibition. PfGluPho enzyme, NADPH resazurin-diaphorase fluorescence. inhibition, % at 20 µM. actives 0.78% (n = 350,000). AID 504690;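 active = inhibition reaching at least a set limit at 20 µM in the primary screen, cut at about 59% in these data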;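 note: 0% = DMSO wells with substrate and 100% = DMSO wells lacking glucose-6-phosphate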
ATG4B inh = ATG4B (human) cysteine protease inhibition | Q9Y4P1 | ATG4B cleavage of LC3-PLA2, NBD-HPC fluorescence, 1 h | inhibition, % at 8.33 µM | actives 0.51% (n = 340,000); in the data active = inhibition above about 40%
mIAP activ = mouse IAP activation; muIAP, CDP-Star luminescence, 30 min; hits give high values; 1 = vehicle-only enzyme signal, 0 = enzyme-free wells; activation factor at 10 µM; actives 0.24% (n = 330,000);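 active = activation factor of at least 2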; note: the source names both 10 and 20 µM as test concentration; values of inactives mirror those of a sister screen read the other way
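System: mouse IAP enzyme. Reagent: CDP-Star chemiluminescent phosphatase substrate. Benchmarks: DMSO wells, no-enzyme wells. Times: 30 min enzyme-substrate-compound incubation at room temperature. Detection: luminescence from enzymatic CDP-Star hydrolysis. Doses: test compounds delivered from DMSO solution.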
An asterisk follows results filed as active; x = not tested or not shown. Rows were taken by chance. About 2.4% of those tested had a hit in this group.

hIAP act	mIAP block	APOBEC3A inh	HKDC1 inhibitor	hIAP inh	PfG6PD inh	ATG4B inh	mIAP activ	mol
0.97	3	-3	-10	3	19	-8	0.97	COc1ccccc1CN1CC(C(=O)NC2CCCCC2)CC1=O (configuration not stated)
0.95	-14	-8	0	5	18	-8	1.1	Cc1ccc(/C=C(\NC(=O)c2ccccc2)C(=O)N2CCCC2C(=O)O)cc1 (configuration not stated)
0.92	-1	-4	-2	8	-11	-15	1	CCC(C)NC(=O)C1CCC(CNS(=O)(=O)c2ccc3c(c2)CC(C)N3C(=O)C2CC2)CC1 (configuration not stated)
1	1	-4	-5	-2	5	-4	0.99	COc1cc(OC)cc(C(=O)NCC(=O)OC2CCOC2=O)c1 (configuration not stated)
1.1	-6	-1	-2	-6	3	0	1.1	O=C(NCC1CCCO1)c1cn(-c2ccccc2)nc1-c1ccc(F)cc1 (configuration not stated)
1.2	-1	-2	-1	-16	-4	0	1	CCc1nnc(NC(=O)CCC(=O)N2CCN(c3cc(C)ccc3C)CC2)s1
0.92	-8	-4	-3	8	6	-3	1.1	O=C(COC(=O)CCNS(=O)(=O)c1ccccc1)NC(=O)Cc1ccccc1
0.76	-4	-4	-3	24	2	-7	1	O=C(NC1CCN(Cc2ccccc2)CC1)c1cccc(S(=O)(=O)Nc2ccc(F)cc2)c1

New compounds follow:
hIAP act	mIAP block	APOBEC3A inh	HKDC1 inhibitor	hIAP inh	PfG6PD inh	ATG4B inh	mIAP activ	mol
1.6	-8	4	-5	-58	-14	-6	1.1	O=C(NNC(=S)Nc1ccc(F)cc1)C1CC1c1ccc(Cl)cc1 (configuration not stated)
0.94	10	-3	-4	6	0	-2	0.9	CCN1CCN(CC(=O)c2ccc(C)cc2)CC1
0.92	-2	-4	-8	8	-5	-12	1	COC(=O)Nc1ccc(S(=O)(=O)Nc2ncccn2)cc1
1.7	-7	6	4	-72	5	-24	1.1	CC(C)OCCCN1C(=O)c2[nH]nc(-c3ccccc3O)c2C1c1cccc(Cl)c1 (configuration not stated)
1.1	20	-1	0	-7	13	-5	0.8	N=c1c(S(=O)(=O)c2ccc(Cl)cc2)cc2c(=O)n3ccccc3nc2n1C1CCCCC1
0.99	9	-7	-7	1	-4	-4	0.91	O=C1CC(=O)N(CCc2ccc(F)cc2)C(=O)N1
1.1	1	-4	-41	-10	28	-4	0.99	Cc1cccc(N=C2NN=C(c3c(C)[nH]c4ccccc34)CS2)c1
1	8	-1	0	-1	-2	9	0.92	O=c1oc(-c2cccs2)nc2ccc(Cl)cc12

Carrying on.
hIAP act	mIAP block	APOBEC3A inh	HKDC1 inhibitor	hIAP inh	PfG6PD inh	ATG4B inh	mIAP activ	mol
0.99	7	-1	2	1	-24	5	0.93	Cn1c(C(=O)N[C@@H](C(=O)O)c2ccccc2)cc2cc(F)ccc21
1	0	0	-2	-1	27	11	1	O=C(Nc1ccc(-c2ccc3nncn3n2)cc1)C1CCCCC1
1.2	-1	0	5	-16	19	-10	1	COc1ccc(NCc2n[nH]c(=O)c3ccccc23)cc1
0.95	-3	-1	-1	5	8	-13	1	N#Cc1ccc(-c2ccc(OCC(=O)NCCc3ccccc3)cc2)cc1
1.1	11	5	-4	-12	5	-5	0.89	CC1=C(C(=O)NC(C)c2ccccc2)C2(CCC(C)CC2)OC1=O (configuration not stated)
1	-8	0	3	0	-4	-2	1.1	CCOc1ccc(NC(=O)C(=O)NCCN2CCN(S(=O)(=O)c3ccc(C)cc3)CC2)cc1
1	4	-1	-9	0	-9	-1	0.96	CNC(=O)c1cc(S(=O)(=O)N2CC(C)OC(C)C2)ccc1N1CCOCC1 (configuration not stated)
0.91	0	2	-5	10	-1	16	1	CC(C)(C)c1ccc(C(=O)NC(=S)N2CCCC2)cc1

Later entries
hIAP act	mIAP block	APOBEC3A inh	HKDC1 inhibitor	hIAP inh	PfG6PD inh	ATG4B inh	mIAP activ	mol
0.89	3	-2	6	11	22	-18	0.97	CCOc1ccc2c(c1)c1nnc(SCC3CCCO3)nc1n2C (configuration not stated)
0.88	-9	1	-1	12	-2	2	1.1	CCc1c(C)[nH]c2c1C(=O)C(CN1CCOCC1)CC2 (configuration not stated)
1	-3	-4	-2	-3	-14	1	1	O=C(c1ccc2c3c(cccc13)CC2)N1CCN(c2ncccn2)CC1
0.91	-3	-3	7	9	-4	-9	1	Cc1ccc(OCCC(=O)OCC(=O)NCCc2ccccc2)cc1
0.94	8	-4	-2	6	-6	4	0.92	CN(C(=O)CSc1nc(O)cc(=O)n1-c1ccccc1F)c1ccccc1
1.1	12	0	-2	-9	-1	-6	0.88	NC(=O)C12CCCC(Br)(CCC1)C2
0.92	18	-5	-11	8	-20	3	0.82	CCOC(=O)c1sc(NC(=S)NC(=O)c2ccco2)nc1C
1	-2	57*	-2	0	-2	5	1	CCOC(=O)c1ccc2c(c1)N(C)C(=O)c1ccccc1S2

(continued)
hIAP act	mIAP block	APOBEC3A inh	HKDC1 inhibitor	hIAP inh	PfG6PD inh	ATG4B inh	mIAP activ	mol
0.96	0	-2	-4	4	8	-6	1	CCC(=O)Nc1cccc(NC(=O)c2cccc([N+](=O)[O-])c2C)c1
1.1	9	-3	1	-6	32	-4	0.91	COC(=O)c1ccc(CN2CCCC(C(=O)c3ccccc3OC)C2)cc1 (configuration not stated)
1	-5	-2	-6	-5	9	-16	1	COc1ccccc1Nc1nc(N)nc(CSc2ncccn2)n1
1	4	-3	-11	0	1	-1	0.96	Cc1ccc(C)c(NC(=S)N(C)CCO)c1
0.92	1	-4	-1	8	-2	0	0.99	NC(=O)CNC(=O)[C@@H]1CC2(CC(c3ccc(Cl)cc3)=NO2)CN1C(=O)c1ccccc1 (some centres not stated)
0.87	8	1	9	13	1	-5	0.93	C[C@@]12C(=O)Nc3ccc(F)cc3C(=O)N1[C@H]1c3cc(Cl)ccc3OC[C@@H]1[C@@H]2c1ccccc1
1.1	1	2	-2	-9	-1	6	0.99	Cc1cc(Cl)ccc1OCCCC(=O)N1CCN(C)CC1
1	-2	1	0	0	-2	-3	1	O=C(CN1C(=O)NC2(CCCC2)C1=O)N1CCN(S(=O)(=O)c2ccccc2F)CC1

Continuation.
hIAP act	mIAP block	APOBEC3A inh	HKDC1 inhibitor	hIAP inh	PfG6PD inh	ATG4B inh	mIAP activ	mol
x	2	2	3	x	25	-4	0.98	COc1ccccc1C1CC(=O)Oc2cc(C)c(Cl)c(C)c21 (configuration not stated)
0.98	0	-2	5	2	0	9	1	CC(C)(C)OC(=O)N1CCNc2ccccc2C1
1.2	-3	-2	18	-24	4	6	1	O=C(O)CCN1C(=O)/C(=C2\C(=O)N(Cc3ccc(F)cc3)c3ccccc32)SC1=S
0.96	0	-1	-3	4	28	3	1	Cc1onc(-c2ccccc2)c1C(=O)OCCOc1ccccc1F
0.99	9	-1	3	1	20	1	0.91	CN1C(=O)NC(c2ccccc2)(C(F)(F)F)S/C1=C(/C#N)c1nnc(N2CCOCC2)n1-c1ccccc1 (configuration not stated)
1.1	-8	34	-5	-7	-6	0	1.1	CCN(CC(=O)NCc1cccs1)c1ccc(S(=O)(=O)N2CCN(C)CC2)cn1
1	0	-5	15	0	4	-10	1	CCS(=O)(=O)CCSc1nc2c(cc1C#N)CCCC2
0.91	7	-1	-3	9	15	2	0.93	C/C(=N\NC(=O)Cc1cc(=O)[nH][nH]1)c1cccc([N+](=O)[O-])c1

The list continues:
hIAP act	mIAP block	APOBEC3A inh	HKDC1 inhibitor	hIAP inh	PfG6PD inh	ATG4B inh	mIAP activ	mol
1.1	-2	-2	-7	-9	12	-1	1	COc1cc2ccccc2cc1C(=O)N1CCCC(C(F)(F)F)C1 (configuration not stated)
1.1	-3	3	12	-10	15	-14	1	COc1ccc(NS(=O)(=O)c2ccc(C)c(NC(=O)c3ccc(C)c(S(=O)(=O)N4CCOCC4)c3)c2)cc1
0.85	6	-1	-5	15	-10	-3	0.94	O=c1cnn(Cc2c(Cl)cccc2Cl)c2ccccc12
1.1	-1	-5	0	-10	-10	-5	1	Cc1oc(-c2ccccc2F)nc1CS(=O)CC(=O)NCc1ccc(Cl)cc1 (configuration not stated)
1	-23	1	1	0	1	-16	1.2	COc1ccc2[nH]c3c(c2c1)CCN1C(=O)N([C@@H](C)C(=O)NCC2CCCO2)C(=O)[C@]31C (some centres not stated)
0.86	0	2	-6	14	-7	-5	0.99	O=C(c1cccc(S(=O)(=O)Nc2ccc(Br)cc2)c1)N1CCCC1
1.2	8	-13	-4	-16	6	-6	0.92	Cc1nn(CCC(=O)NCc2ccc(N(C)C)cc2)c(=O)c2nn(-c3ccccc3)c(C)c12
0.85	-5	7	-5	14	-9	-8	1.1	Cn1c(=O)cc(N)n(Cc2ccccc2)c1=O

Further entries
hIAP act	mIAP block	APOBEC3A inh	HKDC1 inhibitor	hIAP inh	PfG6PD inh	ATG4B inh	mIAP activ	mol
1.1	2	10	-3	-6	5	-14	0.98	O=C(NCc1ccccc1F)C1CCCN1C(=O)NC1CCCCC1 (configuration not stated)
1	12	-4	-2	-1	5	-5	0.88	COc1ccc(Cl)cc1C(=O)O/N=C(\N)c1ccncc1
0.96	-6	-4	8	4	-4	-11	1.1	CC(=O)Nc1ccc(OCc2nnc(-c3ccc(Cl)cc3)o2)cc1
1.1	2	1	18	-12	0	-9	0.98	COc1cccc(-n2nnnc2SCC(=O)NCCc2ccc(OC)c(OC)c2)c1
0.91	7	2	8	9	51	-3	0.93	Cc1ccc2c(c1)/C(=C/c1ccccc1C)C(=O)N2
0.98	1	0	-12	2	-16	2	0.99	CC(=O)Nc1ccc(S(=O)(=O)N2CCOCC2)cc1
0.91	-1	-1	-14	9	0	-8	1	COc1ccc(C2C(=O)N(C3CCCCCC3)CC(=O)N2Cc2ccccc2)cc1OC (configuration not stated)
0.91	2	-4	5	9	4	-10	0.98	CCOC(=O)c1cc2c(ccn2C)n1CC(=O)N1CCN(c2cccc(C(F)(F)F)c2)CC1

Later entries.
hIAP act	mIAP block	APOBEC3A inh	HKDC1 inhibitor	hIAP inh	PfG6PD inh	ATG4B inh	mIAP activ	mol
0.85	25	-1	-5	15	5	-5	0.75	Cc1cccc(NC(=O)CSc2nnc(C)c(=O)n2N)c1C
1	1	0	-5	0	6	-18	0.99	CNC(=O)C1CCN(S(=O)(=O)c2c(C)noc2/C=C/c2ccccc2F)CC1
0.88	9	-6	-5	12	2	-5	0.91	COc1ccc(NC(=O)c2nn(C)c3c2CS(=O)(=O)c2ccccc2-3)cc1
0.89	12	-3	4	11	1	-3	0.88	CNC(=S)N1N=C(c2ccc(Br)cc2)CC1c1ccc(OC)cc1 (configuration not stated)
1.2	2	-2	7	-23	18	-5	0.97	Cc1ccccc1OCCCc1c(C)n[nH]c1C
1.1	6	-4	-1	-8	4	12	0.94	COC(=O)c1ccc(COc2ccc(/C=N/NC(N)=S)cc2)o1
